# Source: PubChem
# VIM-2 inh: VIM-2 metallo-beta-lactamase inhibitors, primary screen, biochemical, epi-absorbance readout, Pseudomonas aeruginosa enzyme | purified VIM-2, nitrocefin hydrolysis, epi-absorbance fluorescence | inhibition, % at 5.6 µM | 0.89% of 290,000 active | AID 1527, 2009;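 active = inhibition above the mean of all tested compounds plus 3 SD, cutoff set per screening run, cut at about 7.5% in these data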;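 note: red hydrolysis product quenches plate fluorescence so inhibitors raise well fluorescence; 0% = enzyme with DMSO and 100% = DMSO without enzyme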
# PHOSPHO1 inh: PubChem AID 1565 | recombinant PHOSPHO1, absorbance phosphatase assay | Phosphoethanolamine/phosphocholine phosphatase (Homo sapiens), Q8TCT1 | 1.1% of 290,000 active | inhibition, % at 13.3 µM; in the data active = inhibition above about 60%
# M18AAP inhibitor: PfM18AAP inhibitors, malaria aminopeptidase, primary screen, biochemical, QFRET, recombinant enzyme; inhibition, % at 7.35 µM; H-Glu-NHMec fluorogenic cleavage; 1.2% of 290,000 active;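 active = inhibition above the campaign mean inhibition over all tested compounds plus 3 SD, cut at about 28% in these data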;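 note: 0% = plate median of test compound wells and 100% = 2 mM ZnCl2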
# GPR7 antagonist: GPR7 receptor antagonists, primary screen, cell-based, fluorescence, single concentration. inhibition, % at 4.4 µM. 1.1% of 290,000 active. Neuropeptides B/W receptor type 1 (Homo sapiens), P48145. GPR7-expressing cells, fluorescence antagonist assay; in the data active = inhibition above about 16%, passing the limit was not always enough;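 note: cells stimulated with the agonist NPW; 0% = agonist with vehicle and 100% = vehicle without agonist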
# IMP-1 inhibitor: IMP-1 metallo-beta-lactamase inhibitors, primary screen, biochemical, epi-absorbance readout, Pseudomonas aeruginosa enzyme; purified IMP-1, nitrocefin hydrolysis, epi-absorbance fluorescence; inhibition, % at 5.6 µM; 0.45% of 290,000 active;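 active = inhibition above the mean plus 3 SD of all compounds in the same screening run, cut at about 4.5% in these data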;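 note: 0% = IMP-1 with DMSO and 100% = DMSO wells lacking enzyme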
#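 Test system: recombinant IMP-1 enzyme, purified / Medium: HEPES buffer pH 7.1 with ZnSO4 and Brij 35 / Doses: single dose, 5.6 µM / Times: 25 °C, 15 min preincubation, 25 min reaction / Detection: Epi-absorbance via hydrolysed-nitrocefin quenching of white-plate fluorescence, 480/530 nm, EDTA stop / Evaluation: percent inhibition from optical density relative to buffer-blank wells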
# IDE cell inh: human IDE inhibitors in live cells, primary screen, fluorescence polarization, HEK cells, FAbetaB substrate; 0.41% of 320,000 active; AID 434962, 2010; FAbetaB cleavage; Insulin-degrading enzyme (Homo sapiens), P14735; inhibition, % at 5.59 µM;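 active = percent inhibition above the average of all tested compounds plus 3 SD, set per screening campaign, cut at about 16% in these data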;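 note: IDE supplied by intact live HEK cells; FP after avidin binding of uncleaved biotin substrate so inhibition keeps polarization high; 0% = DMSO wells and 100% = 60 µM reference IDE inhibitor Ii1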
# p-CIP stab down: p/CIP-EGFP fusion destabilizers, primary screen, fluorescence, F442A cells | Q05BA5 | 16 h | decrease of EGFP signal, % at 10 µM | 0.01% of 290,000 active | AID 1984, 2009;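 active = EGFP signal decrease of at least 30% at 10 µM or well 3 SD below plate mean, unless failing retest; inactive = the rest, including hits failing retest or dose response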; note: some compounds called inactive have numbers as strong as hits; many of its hits are not listed in these tables
# Target sequence (Q05BA5 1-1403): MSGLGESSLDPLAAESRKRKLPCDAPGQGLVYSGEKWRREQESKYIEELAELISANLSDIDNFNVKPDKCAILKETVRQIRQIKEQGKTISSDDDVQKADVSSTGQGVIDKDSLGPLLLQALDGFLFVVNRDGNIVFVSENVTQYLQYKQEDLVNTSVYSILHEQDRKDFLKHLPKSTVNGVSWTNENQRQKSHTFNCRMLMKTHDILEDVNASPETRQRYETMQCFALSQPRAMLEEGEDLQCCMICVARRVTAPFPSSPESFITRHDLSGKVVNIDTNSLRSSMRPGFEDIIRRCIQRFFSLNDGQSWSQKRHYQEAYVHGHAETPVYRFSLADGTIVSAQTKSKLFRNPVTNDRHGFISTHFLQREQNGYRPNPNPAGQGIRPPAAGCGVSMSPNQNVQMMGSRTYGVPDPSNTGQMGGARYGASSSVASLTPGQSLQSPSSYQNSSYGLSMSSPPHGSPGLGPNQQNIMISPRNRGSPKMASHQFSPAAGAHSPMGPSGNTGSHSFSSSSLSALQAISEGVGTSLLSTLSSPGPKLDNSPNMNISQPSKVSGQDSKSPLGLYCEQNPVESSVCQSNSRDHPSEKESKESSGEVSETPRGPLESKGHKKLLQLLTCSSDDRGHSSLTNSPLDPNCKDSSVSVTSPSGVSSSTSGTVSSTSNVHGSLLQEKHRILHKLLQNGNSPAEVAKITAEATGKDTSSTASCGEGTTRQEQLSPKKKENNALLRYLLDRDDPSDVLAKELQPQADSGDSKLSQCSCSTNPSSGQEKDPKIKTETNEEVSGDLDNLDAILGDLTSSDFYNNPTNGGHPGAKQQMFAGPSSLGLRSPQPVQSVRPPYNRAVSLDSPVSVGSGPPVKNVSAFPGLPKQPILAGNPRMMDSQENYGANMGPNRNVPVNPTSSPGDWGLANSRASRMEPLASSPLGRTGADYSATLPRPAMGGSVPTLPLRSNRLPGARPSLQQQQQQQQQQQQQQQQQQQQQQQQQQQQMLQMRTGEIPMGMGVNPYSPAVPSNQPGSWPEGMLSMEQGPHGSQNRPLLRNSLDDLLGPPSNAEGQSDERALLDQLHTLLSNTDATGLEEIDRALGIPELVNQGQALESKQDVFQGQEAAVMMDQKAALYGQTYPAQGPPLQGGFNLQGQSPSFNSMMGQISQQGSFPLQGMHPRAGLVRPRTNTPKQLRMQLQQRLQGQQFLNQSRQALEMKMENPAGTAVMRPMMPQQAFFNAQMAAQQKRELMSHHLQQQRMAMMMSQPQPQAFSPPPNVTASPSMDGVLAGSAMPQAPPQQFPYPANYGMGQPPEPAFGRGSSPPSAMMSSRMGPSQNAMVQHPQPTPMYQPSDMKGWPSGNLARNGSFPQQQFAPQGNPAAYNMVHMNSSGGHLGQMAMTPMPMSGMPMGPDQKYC
# IDE act: human IDE activators in live cells, primary screen, fluorescence polarization, HEK cells, FAbeta-B substrate; activation, % at 5.96 µM; FAbeta-B cleavage; 0% vehicle, 100% cell-free pure enzyme wells; 0.073% of 340,000 active; AID 493087, 2011;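 active = activation above the mean of all tested compounds plus 3 SD, set per screening campaign, cut at about 17% in these data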
# NALP1 inh: NALP1 inflammasome inhibitors in reconstituted yeast, colorimetric, S. cerevisiae, triplicate retest | S. cerevisiae NALP1/ASC/caspase-1 growth, X-gal OD620, 72 h | inhibition, % at 10 µM | 0.61% of 280,000 active; in the data active = inhibition mostly above about 24%, no sharp cut-off; inactive = mostly below about 32%; note: some compounds called inactive have numbers as strong as hits
# Active calls of the source: *; · = not tested or not shown.
VIM-2 inh	IDE act	IMP-1 inhibitor	IDE cell inh	M18AAP inhibitor	NALP1 inh	p-CIP stab down	PHOSPHO1 inh	GPR7 antagonist	structure
-3.8	·	-1.7	5	-4	40	-22	38	-27	O=S(=O)(c1cc(Br)c(Cl)s1)N1CCCC1
-1.2	-4	-2.1	·	8	16	-8	20	1	Cc1ccc(-n2ncc3c(=O)n(Cc4cccnc4)cnc32)cc1
-2.4	3	-1.5	0	-3	11	14	46	-7	COc1cccc(OCc2cc(C(=O)NCCN3CCCCC3CO)no2)c1 (centres undefined)
-5.8	8	-5.7	·	11	-1	-3	51	-17	Cc1ccccc1N=Nc1c(N)n[nH]c1N
-0.6	-2	-1.9	2	-1	6	3	34	-7	COc1ccc(S(=O)(=O)N2CCC(C(=O)N[C@@H](C)C(=O)NC3CC3)CC2)cc1
-0.5	0	-0.8	0	3	-26	-8	-1	0	CN=C(Nc1cccc(OC)c1)SC1CC(=O)N(c2ccc(C(=O)O)cc2)C1=O (centres undefined)
-0.3	-5	-2.5	12	-3	·	-8	32	-21	O=C(NCCc1csc(-c2cccnc2)n1)c1cccc(Cl)c1
-0.4	-1	-1.8	0	4	12	-9	22	-8	CCn1cc(CN2CCN(CCc3ccccc3)C(CCO)C2)c(C)n1 (centres undefined)
-4.8	2	-4.3	-1	-3	27	0	5	-10	O=C(c1ccccc1C(=O)N(c1ccccc1)c1ccccc1)N1CCCCC1
0.3	0	0.8	4	7	7	-21	27	21	Cc1ccc(S(=O)(=O)Nc2ccccc2-c2ccccc2NS(=O)(=O)c2ccc(C)cc2)cc1
-2.5	2	-2.9	1	1	5	-9	-17	-8	FC(F)Oc1ccc(NC(=S)NC23CC4CC(CC(C4)C2)C3)cc1
0.3	5	-1.6	4	-2	30	-13	13	8	Cc1cccc(Cn2c(=O)n(-c3ccc(CC(=O)NCc4ccco4)cc3)c(=O)c3sccc32)c1
-0.6	-1	-1.9	0	-6	7	-4	32	-13	Cc1cc(NS(=O)(=O)c2ccc(NC(=O)Nc3cccc(C(F)(F)F)c3)cc2)no1
-3.3	9	0.4	-1	-5	35	-6	36	1	CN(C)c1nc(N2CCN(c3ccccc3)CC2)c(C#N)c(=O)o1
-4.9	2	-3.0	1	44*	1	4	28	-6	CN1C(=O)CS(=O)c2ccc(C(=O)NC3CC3)cc21 (centres undefined)
-1.4	6	-0.3	-6	4	14	-6	2	-5	CN(C(=O)COC(=O)c1cc(-c2ccccc2Cl)nc2ccccc12)C1CCS(=O)(=O)C1 (centres undefined)
0.1	6	0.4	·	-6	13	-4	44	-19	O=C(CN1CCCC1)N1c2ccccc2Sc2ccc(Cl)cc21
-1.5	·	-3.2	-6	0	10	-21	-4	-13	Cn1nccc1NC(=O)CC1(CC(=O)O)CCCCC1
-2.0	7	-3.1	-3	-5	8	-10	34	-3	CC(=O)c1ccc(N2CCN(S(=O)(=O)c3cccc4nsnc34)CC2)cc1
-2.6	2	-2.0	-3	2	12	-4	27	-7	NC(=O)Cn1c(O)c(N=NC(=O)CNC(=O)/C=C/c2ccccc2)c2ccccc21
-2.2	-1	-1.1	1	-9	8	-1	39	-10	O=C(COC(=O)CCC(=O)c1ccc(F)cc1)Nc1ccc(N2CCOCC2)cc1
-1.8	1	-1.5	4	-2	2	-2	-53	-4	CC1(C)CC(NCCN2CCN(C3=CC(=C(C#N)C#N)CC(C)(C)C3)CC2)=CC(=C(C#N)C#N)C1
-1.6	6	-4.2	1	7	21	-10	55	-4	COc1cccc(-n2c(COc3ccc(C)cc3)nnc2SCC(N)=O)c1
-1.4	-1	-4.8	0	7	-1	-16	39	-5	CCC(CC)c1nnc(NC(=O)c2c(-c3ccccc3)noc2C)s1
0.3	5	-1.0	4	0	4	1	2	5	COc1ccc(CN(C(=O)c2ccco2)c2ccc(C)c(C)c2)cc1
-0.8	-4	-2.2	0	-2	15	1	6	-7	O=C(Nc1ccc(Br)cc1)c1ccc(N2C(=O)C3CCCCC3C2=O)cc1 (centres undefined)
-2.0	4	-1.9	-2	4	28	4	34	-5	O=C(NCC1OCCCN1S(=O)(=O)c1cc(F)ccc1F)C(=O)NC1CCCCCC1 (centres undefined)
-5.6	2	-1.2	-5	8	12	-4	-9	10	COC(=O)CNC(c1ccccc1)c1cc(Br)ccc1NC(=O)CNC(=O)OCc1ccccc1 (centres undefined)
-1.6	3	0.1	-1	1	32	-6	10	-4	Cc1ccc(NC(=O)N/C=C/c2ccco2)c(C)c1
-0.4	1	-0.7	5	-3	-29	0	11	-2	CCn1c(CNC(=O)c2ccco2)nnc1SCCOc1ccccc1

# Profiles, quoted from the list. Screens in order: VIM-2 inh, IDE act, IMP-1 inhibitor, IDE cell inh, M18AAP inhibitor, NALP1 inh, p-CIP stab down, PHOSPHO1 inh, GPR7 antagonist
# Record of CN(C(=O)COC(=O)c1cc(-c2ccccc2Cl)nc2ccccc12)C1CCS(=O)(=O)C1 (centres undefined) → -1.4, 6, -0.3, -6, 4, 14, -6, 2, -5
# Record of O=C(NCCc1csc(-c2cccnc2)n1)c1cccc(Cl)c1 → -0.3, -5, -2.5, 12, -3, ·, -8, 32, -21
# Record of Cc1ccc(S(=O)(=O)Nc2ccccc2-c2ccccc2NS(=O)(=O)c2ccc(C)cc2)cc1 → 0.3, 0, 0.8, 4, 7, 7, -21, 27, 21

# (continued)
VIM-2 inh	IDE act	IMP-1 inhibitor	IDE cell inh	M18AAP inhibitor	NALP1 inh	p-CIP stab down	PHOSPHO1 inh	GPR7 antagonist	structure
-1.8	1	-4.0	2	-19	22	5	49	-7	CCN(CC)P(=O)(Nc1ccc([N+](=O)[O-])cc1)c1c(C)nn(CCC#N)c1NC(=O)c1ccc(Cl)cc1Cl (centres undefined)
-3.2	-2	-3.9	2	0	17	-7	-11	-6	COc1ccccc1-c1nnc(SCC(=O)Nc2ccc(S(N)(=O)=O)cc2)n1C
-3.1	-2	-3.3	1	4	0	12	8	0	COc1ccc(C2NC(=O)NC(O)(C(F)(F)F)C2C(=O)c2ccc(C)cc2)cc1 (centres undefined)
-5.5	-7	-2.8	-6	8	-2	-7	-6	-8	NC(=S)N/N=C/c1c(O)c(Br)cc2oc3c(c12)CCCC3
1.4	0	1.1	7	-14	1	6	-28	3	O=C(Nc1nc(-c2ccccc2)cs1)Nc1ccc(F)cc1F
-0.7	2	-3.5	3	1	10	10	18	4	O=C(c1cccc([N+](=O)[O-])c1)N1CCN(S(=O)(=O)N2CCCCC2)CC1
-5.2	5	-3.0	-2	5	-21	-18	-13	-8	CCOC(=O)N1CCC(N2CC34C=CC(O3)C(C(=O)Nc3ccc(C)cc3)C4C2=O)CC1 (centres undefined)
-0.7	-2	-2.0	-1	-7	-12	-6	20	1	COc1ccc(OC)c(NC(=O)CC2Oc3ccccc3NC2=O)c1 (centres undefined)
-3.8	-4	-3.0	-3	-3	·	23	19	-11	Cn1cc(-c2cc(C(=O)O)on2)cn1
0.9	1	-1.9	6	-3	16	-10	23	7	O=C(Nc1nnc(SCC(=O)N2CCCCC2)s1)c1ccc(F)cc1F
-2.8	4	-2.1	-3	0	22	-3	12	7	Cc1onc(-c2ccccc2)c1-c1csc(N/N=C/c2ccccc2)n1
-6.4	-4	-7.4	-2	-4	2	-2	12	9	CC(NC(=O)c1cc2ccccc2o1)c1cccs1 (centres undefined)
-1.6	2	-4.2	-1	40*	0	-4	-14	-26	NNC(=S)Nc1cc(S(=O)(=O)N2CCOCC2)ccc1N1CCOCC1
-3.9	-2	-2.9	-2	-2	-41	4	51	-6	Cc1cc(C)c2nc(-c3cccnc3)cc(C(=O)NC(C)c3cnn(C)c3C)c2c1 (centres undefined)
-0.4	4	-1.7	-7	0	40	1	-7	-12	O=C(Nc1ccccc1)c1ccc[nH]1
1.2	-1	-0.2	2	-4	25	-2	18	8	Cc1ccccc1-n1nc(C)c2cc(C(=O)N3CCN(S(=O)(=O)c4ccc(F)cc4)CC3)sc21
-0.7	2	-3.6	6	0	-7	-2	-8	12	Cc1c(CN2CCC(CO)(Cc3ccccc3)CC2)c2ccccc2n1C
-1.8	-4	-2.4	0	6	7	-2	49	3	COc1ccc(OC)c(CNS(=O)(=O)c2cc(-c3cc(C)no3)ccc2OC)c1
-0.5	-9	-3.1	4	-3	8	-8	21	41*	CN(C)CCCNC(=O)c1ccc(-c2nc(-c3ccc(Cl)cc3)cs2)cc1
-1.9	4	-2.3	-1	-11	8	-10	20	-6	Oc1ccc(Br)cc1/C=N/Nc1ncc(-c2ccccc2)cn1
-4.7	0	-2.6	5	4	21	7	-8	-9	COCc1cc(C)nc2sc(C(=O)NN)c(-n3cccc3)c12
-0.9	1	-3.5	6	31*	-1	-5	1	9	Cc1[nH]nc(Nc2ccc(O)cc2)c1[N+](=O)[O-]
-2.4	1	-3.3	1	3	20	1	9	5	N#CCOc1ccc(C2=NO[C@@H]3[C@@H]4C[C@@H]([C@H]5C(=O)N(c6ccc7c(c6)OCO7)C(=O)[C@@H]45)[C@H]23)cc1
-3.4	9	-3.5	-6	-16	26	-13	-4	-15	FC(F)(F)c1ccnc(N2CCN(Cc3cnc(-c4ccccc4)[nH]3)CC2)c1
-1.8	8	-0.9	0	6	-1	-7	-1	-4	COc1ccc(-c2nnc(-c3cc4ccccc4oc3=O)o2)cc1
-1.9	0	0.7	2	5	·	2	43	-7	O=C(CSc1nc(O)cc(=O)[nH]1)N1c2ccccc2CCc2ccccc21
1.3	0	-0.3	4	0	0	-1	39	3	COc1cccc(-c2coc3cc4oc(=O)c(CC(=O)O)c(C)c4cc23)c1
-1.7	2	-3.2	2	-3	13	0	44	1	C/C(=N\NC(=O)c1cc(C)nc2ccccc12)c1ccc([N+](=O)[O-])cc1
2.6	4	-1.0	7	11	28	-7	33	-3	O=C(O)CCCCCNc1nc(=S)[nH]c2ccccc12
1.0	-4	-2.6	2	-7	25	-5	22	12	N#C/C(=C/c1ccc2c(c1)OCO2)C(=O)NCCc1c[nH]c2ccccc12
-3.6	0	0.1	-5	-2	-13	-3	51	-7	Cc1cc2c(=O)n(CC(=O)N3CCN(c4ccccc4)CC3)cnc2s1
-2.6	·	-2.3	·	4	-7	0	-58	5	COc1ccc(-n2ncc(Cl)c(Cl)c2=O)cc1
0.1	0	-2.4	-6	4	16	9	11	9	O=C(O)c1ccccc1C(=O)c1ccc(-c2ccccc2)cc1
0.5	2	-0.8	3	-3	42	-5	-13	5	O=c1c(C(c2ccccc2)c2c(O)nc3n(c2=O)CCS3)c(O)nc2n1CCS2
-1.9	2	-0.4	1	-1	-106	2	2	-5	CC(C)(C)C(=O)NCCN1CCN(C(=O)C(C)(C)C)CC1
-3.8	-3	0.0	2	1	5	-6	4	-10	C/C(=N/NC(=O)CNC(=O)CCc1ccccc1)c1ccc(Cl)c(Cl)c1
-2.0	-7	-4.1	1	-2	2	-10	3	-6	CC(C)n1c(NCc2cc(Cl)ccc2O)nc2ccccc21
